F508del corr = correctors of CFTR F508del function in bronchial epithelial cells. activity (quench increase), % at 7.58 µM. 350,000 tested, 0.36% active. CFBE cells, YFP halide quenching; stimulated with forskolin plus potentiator P3; % fluorescence drop versus neutral controls;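 active = mean added fluorescence quench of at least 8% versus neutral control, with both replicates also reaching 8%; inconclusive = only one of the mean or replicate conditions met; inactive = mean below 8% and not both replicates reaching 8%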;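 note: cells transiently co-express mutant CFTR-F508del with the halide-sensitive YFP; corrector assay measuring rescue of mutant channel to the surface after 24 h compound exposure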
ERAP1 HTS inh = ERAP1 (human) enzyme inhibition; recombinant ERAP1, Leu-AMC fluorescence, 60 min; inhibition, % at 10.7 µM; 340,000 tested, 0.15% active; AID 652197;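 active = mean replicate inhibition of at least 30%, or all replicates individually reaching that 30% level; inactive = mean below 30% and not every replicate reaching it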;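 note: 0% = neutral control wells and 100% = L-leucinethiol positive control wells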
Casp6 inh = caspase-6 (human) enzyme inhibition | P55212 | purified caspase-6, Z-VEID-R110 cleavage fluorescence | inhibition, % at 12.5 µM | 350,000 tested, 0.53% active;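 active = mean inhibition across replicates at least about 35%, with every replicate also reaching that limit, limit read from the data; inconclusive = only one of the two criteria met; inactive = neither criterion met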;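 note: 0% = median of neutral control wells and 100% = no fluorescence left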
Target sequence (P55212 24-179 limits assumed): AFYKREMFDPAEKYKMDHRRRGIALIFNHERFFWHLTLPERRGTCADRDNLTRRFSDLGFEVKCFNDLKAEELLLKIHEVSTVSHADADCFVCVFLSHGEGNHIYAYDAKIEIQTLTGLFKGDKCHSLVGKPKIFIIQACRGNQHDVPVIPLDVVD
Target sequence (P55212 194-293 limits assumed): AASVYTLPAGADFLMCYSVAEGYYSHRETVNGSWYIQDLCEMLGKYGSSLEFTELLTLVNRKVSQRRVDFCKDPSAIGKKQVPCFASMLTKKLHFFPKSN
miR-122 sensor = blocks miR-122 activity in Huh7 sensor cells. activation (reporter increase), % at 12.5 µM. 340,000 tested, 0.3% active. Huh7 miR-122 Renilla luciferase sensor, 48 h; neutral wells = 0, positive control = 100;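 active = mean replicate activation score at least 90 and every replicate individually at or above 90; inconclusive = only one of the two criteria met; inactive = neither criterion met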;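 note: higher luciferase means less miR-122 activity so hits act as miR-122 inhibitors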
ERp5 inh = ERp5 (human) disulfide isomerase inhibition; Q15084; ERp5 insulin aggregation, absorbance 650 nm, 90 min; inhibition, % at 9.99 µM; 350,000 tested, 0.05% active;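 active = mean replicate inhibition above about 25%, with every replicate also reaching it, limit read from the data, passing the limit was not always enough; inconclusive = only one of those two criteria met; inactive = neither criterion met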
Target sequence (Q15084 whole entry, looked up): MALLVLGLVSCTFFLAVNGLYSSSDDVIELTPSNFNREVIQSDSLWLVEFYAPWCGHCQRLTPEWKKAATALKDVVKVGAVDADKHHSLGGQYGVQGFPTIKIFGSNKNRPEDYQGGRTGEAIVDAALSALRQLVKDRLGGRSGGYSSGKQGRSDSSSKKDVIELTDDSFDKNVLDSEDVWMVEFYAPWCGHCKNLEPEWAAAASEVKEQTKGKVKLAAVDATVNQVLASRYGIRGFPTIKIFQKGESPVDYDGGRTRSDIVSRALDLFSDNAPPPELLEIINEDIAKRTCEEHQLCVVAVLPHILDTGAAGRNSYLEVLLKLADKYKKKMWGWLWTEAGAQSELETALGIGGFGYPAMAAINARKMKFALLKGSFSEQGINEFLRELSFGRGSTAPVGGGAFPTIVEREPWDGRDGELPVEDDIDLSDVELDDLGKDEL
SIRT5 block = inhibitors of human sirtuin-5 desuccinylase | Purified SirT5, succinyl-peptide AMC, trypsin-coupled fluorescence | inhibition, % at 15 µM | 330,000 tested, 1.1% active | AID 652115; in the data active = inhibition above about 15%; inconclusive = no clear call, values can overlap the other calls
Target sequence (Q9NXA8 whole entry, looked up): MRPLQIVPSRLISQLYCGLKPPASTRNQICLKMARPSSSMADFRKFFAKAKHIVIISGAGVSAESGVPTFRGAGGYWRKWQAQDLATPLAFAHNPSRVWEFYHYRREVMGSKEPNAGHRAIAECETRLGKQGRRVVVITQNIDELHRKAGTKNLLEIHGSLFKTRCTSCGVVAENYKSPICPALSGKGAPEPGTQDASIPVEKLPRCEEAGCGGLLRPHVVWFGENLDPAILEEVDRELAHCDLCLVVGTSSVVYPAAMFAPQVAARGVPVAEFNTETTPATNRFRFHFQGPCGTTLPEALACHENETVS
DENV2 CPE rescue = inhibitors of DENV2 cytopathic effect; DENV2-infected cells, cytopathic effect rescue, plate reader; 350,000 tested, 1.7% active; AID 651640; CPE inhibition, % at 9.99 µM; in the data active = CPE inhibition above about 20%, passing the limit was not always enough; inconclusive = no clear call, values can overlap the other calls; tested in BHK-21 cells;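 note: 0% = median of neutral control wells and 100% = median of positive control wells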
Starred values were filed as active, the others as inactive; ? = inconclusive; . = no result given; & = joins results of further samples; ! = a repeat was not active; [ ] = another dose, or the depositor's remark.

F508del corr	ERAP1 HTS inh	Casp6 inh	miR-122 sensor	ERp5 inh	SIRT5 block	DENV2 CPE rescue	Structure
1.2	6	1	.	-5	1	13	COCC(=O)N1CCC2(CC1)CN(Cc1cccc(F)c1)[C@H](CO)c1c2c2ccc(OC)cc2n1C
1.9	-3	3	22	2	-1	-1	C=CCN(Cc1ccc(OC)c(OC)c1)C(=O)c1cc2cc(F)ccc2[nH]1
-0.6	1	-1	3	-4	1	-6	COc1cc(/C=C/C(=O)OCC(=O)Nc2cc(S(=O)(=O)N3CCOCC3)ccc2Cl)cc(OC)c1OC
8.6*	2	-3	.	0	-10	15	CCCC(=O)NC(NC(=S)Nc1ccc(N=Nc2ccccc2)cc1)C(Cl)(Cl)Cl (configuration not stated)
0.8	0	2	20[16.7 µM]	4	2	14	C[C@H]1CCCCO[C@H](CN(C)S(=O)(=O)c2cccs2)[C@@H](C)CN([C@@H](C)CO)C(=O)c2cc(NS(=O)(=O)c3cccs3)ccc2O1
0.6	4	1	0	0	.	1	COc1cccc(CNc2nc3cc(-c4ccccc4)sc3c(=O)n2C)c1
-0.9	10	2	.	-6	0	-3	CC1=C(C(=O)c2ccccc2)C(c2ccc(OC(F)F)cc2)NC(=S)N1 (configuration not stated)
-2.4&-1.2	-4&-3	-1&0	5[16.7 µM]	-2&-1	20*!	?	COc1ccc(S(=O)(=O)N(C)C[C@H]2Oc3ccc(NC(=O)NC4CCCCC4)cc3C(=O)N([C@H](C)CO)C[C@@H]2C)cc1
2.2	-2	2	3	-1	-6	-6	c1ccc(Cn2c3ccccc3c3nnc(SCCN4CCCCC4)nc32)cc1
0.5	1	4	1	5	2	6	CCOC(=O)c1c(C)[nH]c(C(=O)OCC(=O)NC2(C#N)CCCCC2)c1C
-2.5	2	0	-5[16.7 µM]	1	0	-3	O=C(C[C@@H]1CC[C@H]2[C@@H](COC[C@@H](O)CN2C(=O)c2ccccc2)O1)N1CCOCC1
0.1	1	-3	4[16.7 µM]	5	-3	0	COc1ccc(NC(=O)Nc2cccc3c2O[C@H](CN(C)C)[C@@H](C)CN([C@@H](C)CO)C3=O)cc1
4.4	-2	1	-4	3	.	-2	Cc1ccccc1OCC(=O)Nc1ccc2[nH]ncc2c1
.	-1	3	-1	5	-6	.	Nc1c(C(=O)O)nnn1Cc1ccccc1
-1.8	-4	2	-1	2	-5	-1	C=CCNC(=O)N1CCc2[nH]c3ccc(F)cc3c2C1
1.7	1	-1	.	2	-1	1	CC(C[N+](C)(C)C)OC(=O)C1(c2ccccc2)CCCC1 (configuration not stated)
-4.3	-2	3	.	4	-2	1	O=C(CCCN1C(=O)c2cccc3cccc(c23)C1=O)N1CCN(c2ncccn2)CC1
2.8	0	3	-6	0	0	11	COc1ccc(CNC(=O)COC(=O)c2ccc(C(=O)c3ccccc3)cc2)cc1
0.0	-2	2	-3	2	0	-1	Cc1ccc(OCCOC(=O)Cn2nc(C)c([N+](=O)[O-])c2C)cc1
1.5	4	13	-7	0	-10	1	Cn1cc(S(=O)(=O)NCc2ccc(Cl)cc2)c(=O)n(C)c1=O

Three entries out of the list, ordered by molecular weight, falling.
F508del corr	ERAP1 HTS inh	Casp6 inh	miR-122 sensor	ERp5 inh	SIRT5 block	DENV2 CPE rescue	Structure
0.8	0	2	20[16.7 µM]	4	2	14	C[C@H]1CCCCO[C@H](CN(C)S(=O)(=O)c2cccs2)[C@@H](C)CN([C@@H](C)CO)C(=O)c2cc(NS(=O)(=O)c3cccs3)ccc2O1
-0.6	1	-1	3	-4	1	-6	COc1cc(/C=C/C(=O)OCC(=O)Nc2cc(S(=O)(=O)N3CCOCC3)ccc2Cl)cc(OC)c1OC
0.0	-2	2	-3	2	0	-1	Cc1ccc(OCCOC(=O)Cn2nc(C)c([N+](=O)[O-])c2C)cc1

Remaining list, next part
F508del corr	ERAP1 HTS inh	Casp6 inh	miR-122 sensor	ERp5 inh	SIRT5 block	DENV2 CPE rescue	Structure
0.8	2	0	13[16.7 µM]	2	-3	2	C[C@@H]1CN([C@@H](C)CO)C(=O)c2cccc(NS(=O)(=O)c3cn(C)cn3)c2O[C@@H]1CN(C)Cc1ccc(Oc2ccccc2)cc1
0.5	0	-9	3[16.7 µM]	-2	-2	11	O=C(CN1CCOCC1)NCC[C@H]1CC[C@@H](NC(=O)Nc2ccc(C(F)(F)F)cc2)[C@@H](CO)O1
2.4	-3	4	-7	5	0	3	Cc1sc2ncnc(NCC(O)c3ccc([N+](=O)[O-])cc3)c2c1C (configuration not stated)
0.2	-1	-1	.	-3	-2	-4	CCOC(=O)C1=C(COC(=O)COc2ccc(OCC)cc2)NC(=O)NC1C (configuration not stated)
-0.2	0	-1	8	-2	-4	-1	Cc1nn(C(=O)CCC(=O)NCc2ccc(OC(C)C)cc2)c2ccccc12
-1.0	-3	5	.	-5	-2	-1	CC1=C(C#N)C(/C=N/OCc2ccc(Cl)cc2)CC(=O)N1 (configuration not stated)
-1.2	3	1	-4[16.7 µM]	0	-11	2	O=C(NCC1CCCCC1)[C@H]1[C@H](CO)[C@H]2Cn3c(ccc(C4=CCCC4)c3=O)[C@@H]1N2C(=O)CC1CC1
0.7	-1	-1	4[16.7 µM]	-2	0	2	O=C(C[C@H]1C[C@H]2c3cc(NS(=O)(=O)c4ccccc4)ccc3O[C@H]2[C@H](CO)O1)NCC(F)(F)F
2.4&1.3	3&-1	0&-1	.	-5&1	2	4&10	O=C(Nc1cc(Cl)cc(Cl)c1)N[C@@H]1CC[C@@H](CCNS(=O)(=O)c2cccc(F)c2)O[C@@H]1CO
0.2	-3	-1	10	3	-2	-3	O=S(=O)(Nc1cccc(S(=O)(=O)N2CCCC2)c1)c1ccc(Cl)s1
2.5	2	0	.	1	2	-2	CC(C)(C)S(=O)N1Cc2cc(C(=O)NCCCN3CCOCC3)nc(-c3cccc(-c4cccc(F)c4)c3)c2[C@@H]1CCO (some centres not stated)
-2.3	1	-1	15[16.7 µM]	-1	-1	-7	COc1ccc(CN(C)C[C@@H]2OCCCC[C@@H](C)Oc3ccc(NC(=O)Nc4ccc(F)cc4)cc3C(=O)N([C@H](C)CO)C[C@@H]2C)cc1
-1.3	2	4	2	0	-3	8	COc1ccc2c(c1)OC[C@H]1[C@H]2N2C(=O)CN(Cc3ccccc3)C(=O)[C@@]2(C)[C@H]1c1ccccc1
-1.6	.	.	.	10	1	-9	C/C=C/c1ccc([C@@H]2[C@@H](CO)N(c3nc(-c4ccccc4)cs3)[C@H]2C#N)cc1
3.2	1	12	.	6	-2	3	O=C(/C=C/c1ccc([N+](=O)[O-])cc1)Nc1cccc(C(=O)Nc2ccccc2C(=O)O)c1
1.1	-2	-5	-10	-3	.	3	C=CCNc1nc(NCCCN2CCCC2=O)c2sc(-c3ccccc3)cc2n1
-3.9	-1	-8	-2	5	-2	-4	CCc1ccc(C(=O)N2CCCN(C)CC2)s1
-2.2	3	2	3	-1	-8	4	CCN(CC)S(=O)(=O)c1ccc(C)c(NC(=O)COC(=O)CN2C(=O)NC(C)(C)C2=O)c1
-2.2	3	-4	3	-4	-5	4	COc1ccc(OC)c(-c2csc3nnc(SCC(=O)Nc4ccc(NC(C)=O)cc4)n23)c1
-2.0	-1	1	.	-6	-2	-12	O=C(CNC(=O)c1sc2ccccc2c1Cl)NCc1ccc(F)cc1
-1.1	-1	.	.	1	.	-4	CCC(=O)N1CC2(C1)CN(S(=O)(=O)c1ccccc1)[C@H](CO)c1[nH]c3cc(OC)ccc3c12
-0.9	0	-3	5[16.7 µM]	71*	-125	11	CCCNC(=O)[C@H]1[C@H](CO)[C@H]2Cn3c(ccc(/C=C/c4ccccc4)c3=O)[C@@H]1N2C(C)=O
-0.1	0	0	17	-10	0	-1	CCOc1ccccc1CNC(=O)c1nn(C)c2c1CS(=O)(=O)c1ccccc1-2
3.9	-5	1	.	-4	.	-7	O=C(c1ccc(Cl)c(Cl)c1)N1CCC(=O)N([C@H](COCc2ccccc2)Cc2ccccc2)CC1
-5.7	1	0	.	0	-1	6	O=C(NCCCCc1ccccc1)Nc1ccc(F)cc1
-3.1	1	0	-2	1	-1	1	Cc1ccc(S(=O)(=O)N2CCCC2=O)c(C)c1N(C)S(C)(=O)=O
0.3	.	-5	.	4	-7	-2	CCCCC(=O)Nc1ccc2c(c1)nc(CCN1CCN(C)CC1)n2C
-1.8	-1	1	4[16.7 µM]	-7	-4	-7	C[C@H]1CN([C@@H](C)CO)C(=O)c2cc(C3=CCCCC3)cnc2O[C@H]1CN(C)Cc1ccccc1
-0.6	.	.	-7[16.7 µM]	.	.	-1	C[C@@H]1CCCCO[C@H](CN(C)S(=O)(=O)c2ccc(Cl)cc2)[C@H](C)CN([C@@H](C)CO)C(=O)c2cc(NS(=O)(=O)c3ccc(Cl)cc3)ccc2O1
2.8	1	1	-3	1	-1	2	CC(C)Oc1ccc(CNC(=O)C2CCN(C(=O)N3CCOc4ccccc43)CC2)cc1
2.0	-1	-1	.	-2	0	-7	O=C(Nc1ccccc1F)N[C@H]1CC[C@H](CCNC(=O)C2CC2)O[C@H]1CO
-1.0	1	-2	.	2	-3	0	CO[C@@H]1CN(C)C(=O)c2cc(C#N)ccc2OC[C@H]2O[C@@H](CC[C@H]2OC)CCN(C)C(=O)[C@H]1C
0.8	5	-2	2[16.7 µM]	-3	2	9	COc1ccc(S(=O)(=O)Nc2cccc3c2O[C@H](CN(C)C(=O)Nc2ccc(C(F)(F)F)cc2)[C@H](C)CN([C@H](C)CO)C3=O)cc1
-1.7&-2.8	1&0	-1&1	-2	-6&0	-3&-2	48*!	C[C@H](CO)N1C[C@H](C)[C@@H](CN(C)C(=O)Nc2ccc3c(c2)OCO3)Oc2c(NS(=O)(=O)c3ccc(F)cc3)cccc2C1=O
-0.2	2	3	.	5	-6	2	O=C1NC(NS(=O)(=O)c2ccc(Cl)cc2)(C(F)(F)F)C(=O)N1CCc1ccccc1 (configuration not stated)
-1.9	.	0	-3	7	0	13	O=C(N/N=C/c1ccccn1)c1sc2ccccc2c1Cl
-0.7	0	2	-2	4	-3	-13	CCCCc1cc(=O)oc2cc(OCC(=O)N3CCC(C(N)=O)CC3)ccc12
0.8	-4	-6	.	-14	0	3	CC(C)(C)c1ccc(/C=C(\C#N)C(=O)NCCN2CCOCC2)cc1
0.8	-4	3	1	2	2	0	O=C(NNC(=S)NC(=O)c1ccc(Br)cc1)c1ccc([N+](=O)[O-])cc1
1.6	2	-2	.	1	0	1	CCCC#Cc1ccc([C@@H]2[C@@H](CO)N3C(=O)CN(C(=O)Nc4ccccc4F)C[C@@H]23)cc1
3.3	2	3	0	2	-1	6	N#C/C(=C\c1cccc(Cl)c1)C(=O)c1ccccc1
0.5	6	0	-1	-2	2	-5	CSCC[C@H](NC(=O)Cc1c(C)c2cc3c(C)c(C)oc3cc2oc1=O)C(=O)N[C@@H](C(=O)O)c1ccccc1
-0.1	-5	0	281*	-1	-3	-5	CCOc1ccc(Br)cc1S(=O)(=O)Nc1ccc(Cl)c(S(=O)(=O)N(CC)c2ccccc2)c1
-2.6	.	-1	.	-3	3	-11	Cc1cccc(C)c1-n1nnnc1C1c2ccccc2C(=O)N1CCC(C)C (configuration not stated)
1.9	2	1	-8[16.7 µM]	0	3	5	CCS(=O)(=O)NCC[C@@H]1CC[C@H](NC(=O)Nc2cc(Cl)cc(Cl)c2)[C@@H](CO)O1
2.9	0	-1	-5	4	-1	2	O=C(N/N=C/c1ccoc1)c1ccc([N+](=O)[O-])cc1
0.9	3	-2	-11	-3	0	-3	CC(C)(C)S(=O)N1Cc2cc(C(=O)N[C@@H]3CCN(Cc4ccccc4)C3)nc(-c3cccc(-c4cc5ccccc5o4)c3)c2[C@@H]1CCO (some centres not stated)
-0.3	1	0	-5[16.7 µM]	4	-3	22*	C[C@@H]1CN([C@@H](C)CO)C(=O)c2cc(NC(=O)Nc3ccc(F)cc3)ccc2O[C@@H](C)CCCCO[C@H]1CN(C)Cc1ccc2c(c1)OCO2
1.6	1	0	-1	-6	.	3	CCC(C(=O)N(C(C)C)C(C)C)c1ccccc1 (configuration not stated)
-0.4	.	3	2	-5	-1	0	CCOC(=O)C1(Cc2cccc(OC)c2)CCCN(C(=O)c2ccccc2C)C1 (configuration not stated)
-6.2	5	45*	4	6	22*	48*	CCc1ccc([C@@H]2CC=C(C(=O)O)[C@H](c3ccc(C(C)(C)C)cc3)N2S(=O)(=O)c2ccc(C)cc2)cc1

Screening data from PubChem BioAssay.
